AmpC no deterg: inhibitors of E. coli AmpC beta-lactamase without detergent | Potency, µM (titrated, usually from 57.1 µM), inactives show at the highest dose activity change, negative = inhibition, most hits filed as inhibitors | P00811 | 330,000 tested, 0.52% active | AmpC nitrocefin hydrolysis, absorbance 480 nm, 0.0001% Triton;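 note: potency is the fitted concentration of half-maximal effect; plate controls were no compound for no effect and no enzyme for full effect; nearly all actives have a fitted effect of over 20% in size; some results filed as inactive show a strong effect at the top dose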
Target sequence (P00811 whole entry, looked up): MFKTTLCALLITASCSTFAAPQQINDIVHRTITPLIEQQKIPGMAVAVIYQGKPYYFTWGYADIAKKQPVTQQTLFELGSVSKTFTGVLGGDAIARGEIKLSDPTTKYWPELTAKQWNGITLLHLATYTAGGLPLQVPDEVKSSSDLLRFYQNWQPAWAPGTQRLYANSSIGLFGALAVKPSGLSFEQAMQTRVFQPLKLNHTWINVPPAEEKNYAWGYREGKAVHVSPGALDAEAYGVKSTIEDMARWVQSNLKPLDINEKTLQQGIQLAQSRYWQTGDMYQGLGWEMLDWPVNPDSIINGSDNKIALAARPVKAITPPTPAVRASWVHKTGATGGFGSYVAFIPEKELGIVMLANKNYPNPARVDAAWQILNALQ
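20 mM phosphate pH 7.0 + 0.01% (detergent screen) or 0.0001% Triton X-100; 5.3 nM AmpC reagent; cpd preinc 15 min RT; nitrocefin (800 uM stock) to start; A480 q20 s × 4 min; Activity was normalised to no-enzyme and no-compound control wells.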
HCMV inh: blocks human cytomegalovirus replication | 410,000 tested, 4.5% active | HFF cells, HCMV-luciferase reporter, 72 h; active compounds read low | activity change, negative = inhibition, % at 57.5 µM; in the data active = activity change below about -60%; inconclusive = no clear call, values can overlap the other calls; inactive = above about -39%
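HFF cells seeded 16 h at 37C, treated with compounds, infected with luciferase-reporter HCMV at MOI 1 PFU/cell; luciferase read at 72 h post infection, normalized to buffer-only and Salinomycin controls.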
AMA1-RON2 inh: inhibitors of Plasmodium falciparum AMA1-RON2 interaction. AlphaScreen AMA1-biotinylated RON2 peptide binding. Potency, µM (doses to about 58.2 µM), for the others: at the top dose activity change, negative = inhibition, most hits filed as inhibitors. 360,000 tested, 0.2% active. AID 720542;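 note: potency is the fitted concentration of half-maximal effect; 0% = vehicle wells and -100% = peptide control; nearly all actives have a fitted effect of over 45% in size; some results filed as inactive show a strong effect at the top dose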
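AMA1 (3D7) with his tag at 25 nM final met compounds first, then biotinylated RON2 peptide at 25 nM; detection used donor plus acceptor beads, 10 µg/mL apiece, read by AlphaScreen after 30 min at room temperature.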
LmPK inh: blocks Leishmania mexicana pyruvate kinase activity | Q27686 | purified LmPK, Kinase-Glo ATP luminescence, 1 h | Potency, µM (highest dose often 57.5 µM), for inactives: at the highest dose activity change, negative = inhibition, usual class: inhibitors | 290,000 tested, 0.37% active | AID 1721; note: potency is the fitted concentration of half-maximal effect
Target sequence (Q27686 whole entry, looked up): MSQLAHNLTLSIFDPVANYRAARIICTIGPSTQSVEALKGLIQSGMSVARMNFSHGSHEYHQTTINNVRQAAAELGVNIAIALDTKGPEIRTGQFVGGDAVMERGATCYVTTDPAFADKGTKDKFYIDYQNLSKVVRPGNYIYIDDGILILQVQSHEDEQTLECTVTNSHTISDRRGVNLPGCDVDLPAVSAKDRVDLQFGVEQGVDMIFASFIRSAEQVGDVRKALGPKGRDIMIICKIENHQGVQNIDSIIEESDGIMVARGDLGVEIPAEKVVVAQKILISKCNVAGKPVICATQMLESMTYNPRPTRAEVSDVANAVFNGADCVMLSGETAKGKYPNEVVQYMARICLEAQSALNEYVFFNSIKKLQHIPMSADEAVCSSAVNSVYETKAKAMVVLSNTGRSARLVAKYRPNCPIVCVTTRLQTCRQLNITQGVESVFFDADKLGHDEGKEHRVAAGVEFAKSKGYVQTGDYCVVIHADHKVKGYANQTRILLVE
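Screened at intermediate enzyme activity to detect both inhibitors and activators: LmPK at 0.1 nM, with a 0.5 nM enzyme column as activation reference. PEP 0.5 mM, ADP 0.1 mM; ATP detected by luminescence after 1 h.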
AmpC detergent: inhibitors of E. coli AmpC beta-lactamase with detergent. Potency, µM (doses to about 114 µM), for the others: at the top dose activity change, negative = inhibition, actives largely listed as inhibitors. AmpC hydrolysis of nitrocefin, absorbance 480 nm, 0.01% Triton. 370,000 tested, 0.041% active. AID 485294;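 note: potency is the fitted concentration of half-maximal effect; 0% = no-compound wells and -100% = no-enzyme wells; nearly all actives have a fitted effect of over 25% in size; some results filed as inactive show a strong effect at the top dose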
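AmpC (5.3 nM in the dispensed reagent) in 20 mM phosphate pH 7.0 with 0.01% (detergent screen) or 0.0001% Triton X-100 was preincubated with compounds for 15 min at room temperature. Nitrocefin was then added from an 800 uM solution, and hydrolysis was followed at 480 nm.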
Sm TGR inh: blocks Schistosoma mansoni thioredoxin glutathione reductase | Q962Y6 | purified TGR, DTNB reduction, TNB absorbance 405 nm | Potency, µM (series often up to 114 µM), inactives show at the top dose activity change, negative = inhibition, most hits filed as inhibitors | 360,000 tested, 3% active; note: potency is the fitted concentration of half-maximal effect; nearly all actives have a fitted effect of over 60% in size
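First, TGR (20 nM dispensed) and NADPH were mixed with compound. Second, a 15 min room-temperature incubation followed. Third, further NADPH and then DTNB were added to start the reaction. Finally, TNB absorbance was monitored kinetically.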
TbPYK inhibitor: T. brucei pyruvate kinase inhibition | 410,000 tested, 0.12% active | Q57TT1 | Potency, µM (titrated, usually from 76.8 µM), for the others: at the top dose activity, negative = inhibition, most hits filed as inhibitors | TbPYK enzyme, Kinase-Glo Plus ATP luminescence, 45 min; note: potency is the fitted concentration of half-maximal effect; nearly all actives have a fitted effect of over 50% in size
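In this concentration-response screen, enzyme-free wells defined baseline while DMSO plates tracked drift. Each reaction combined TbPYK, substrate, compound and 130 uM ADP for 45 min at room temperature. Kinase-Glo Plus luminescence gave the signal.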
Starred values were filed as active, the others as inactive; u = inconclusive; x = no result given; [ ] = remark or other dose. Unless noted, calls come from the whole dose curve; as a rule, active = well fitted curve in the direction sought with a large enough effect; inconclusive = small, poorly fitted or top-dose-only effect, or another doubt; inactive = no such curve, though single readings can be large; an effect the other way counts as inactive or inconclusive. Unless noted, % is set by controls: 0 for no effect and ±100 for the full control effect. Hits appear at their usual frequency; overall some 7.4% were active at least once.

SMILES	AmpC no deterg	HCMV inh	AMA1-RON2 inh	LmPK inh	AmpC detergent	Sm TGR inh	TbPYK inhibitor
O=C(Nc1cc2c3c(c1)CC(=O)N3CCC2)c1ccccc1C(F)(F)F	-24%	-22	13%	x	-11%	1%	-11%
Cc1ccc(NC(=O)c2ncn(CC(=O)NCc3nc4ccccc4[nH]3)n2)cc1C	-16%	18	-10%	x	x	x	2%
O=C(Nc1ccccc1Sc1ccccc1)C1CCCO1 (stereo not given)	1%	12	3%	3%	u	45µM*	0%
O=C(N/N=C/c1coc2ccccc2c1=O)c1ccc(Cl)cc1	2%	41	8%	1%	-11%	-29%	8%
O=C(NNC(=O)c1cccc2ccccc12)c1ccc(Br)cc1	x	-24	49%[activator]	x	x	x	-8%
Cc1ccc(S[C@@H](CCN2CC[C@H](C(C)(C)C)CCC2=O)c2ccccc2)cc1	41%	-10	-1%	-6%	u	-16%	-2%
O=C(Nc1cc(C(F)(F)F)ccc1Cl)c1cc2nc(-c3ccc4c(c3)OCO4)cc(C(F)(F)F)n2n1	x	5	x	x	-3%	10%	-3%
Cc1ccc(-c2csc(N(CCO)CCCn3c(C(F)(F)F)nc4ccccc43)n2)cc1	30%	-64*	2%	-3%	0%	-4%	1%
O=C1CCc2cc(S(=O)(=O)N3CCCC3C(=O)N3CCN(c4ccccc4F)CC3)ccc2N1 (stereo not given)	-2%	10	5%	1%	-15%	0%	1%
COc1ccc(NC(=O)c2cn(CCC#N)nc2-c2cc3ccccc3o2)cc1	36%	0	-4%	-1%	-9%	7%	3%
c1ccc(CNc2nc3ccccc3n3cnnc23)nc1	-14%	41	32%[activator]	0%	-13%	-1%	0%
O=C(NCCNc1ccnc2cc(Cl)ccc12)c1ccccc1F	-17%	-62*	-1%	0%	u	12%	0%
COc1cccc(N(Cc2nnc3n2CCCCC3)C(=O)Nc2cccc(Cl)c2)c1	x	9	x	x	-5%	3%	2%
O=S(=O)(Nc1ccc(C(F)(F)F)cc1)c1cccs1	-28%	-35	4%	-2%	-3%	-5%	-3%
O=C(CN1CCCC1)N1CCCC(c2ccc(F)cc2)c2ccc(F)cc21 (stereo not given)	-1%	-18	5%	0%	u	-1%	2%

15 entries from above in a different format.
Each structure is followed by: AmpC no deterg	HCMV inh	AMA1-RON2 inh	LmPK inh	AmpC detergent	Sm TGR inh	TbPYK inhibitor
- O=C(Nc1cc2c3c(c1)CC(=O)N3CCC2)c1ccccc1C(F)(F)F
    -24%	-22	13%	x	-11%	1%	-11%
- Cc1ccc(NC(=O)c2ncn(CC(=O)NCc3nc4ccccc4[nH]3)n2)cc1C
    -16%	18	-10%	x	x	x	2%
- O=C(Nc1ccccc1Sc1ccccc1)C1CCCO1 (stereo not given)
    1%	12	3%	3%	u	45µM*	0%
- O=C(N/N=C/c1coc2ccccc2c1=O)c1ccc(Cl)cc1
    2%	41	8%	1%	-11%	-29%	8%
- O=C(NNC(=O)c1cccc2ccccc12)c1ccc(Br)cc1
    x	-24	49%[activator]	x	x	x	-8%
- Cc1ccc(S[C@@H](CCN2CC[C@H](C(C)(C)C)CCC2=O)c2ccccc2)cc1
    41%	-10	-1%	-6%	u	-16%	-2%
- O=C(Nc1cc(C(F)(F)F)ccc1Cl)c1cc2nc(-c3ccc4c(c3)OCO4)cc(C(F)(F)F)n2n1
    x	5	x	x	-3%	10%	-3%
- Cc1ccc(-c2csc(N(CCO)CCCn3c(C(F)(F)F)nc4ccccc43)n2)cc1
    30%	-64*	2%	-3%	0%	-4%	1%
- O=C1CCc2cc(S(=O)(=O)N3CCCC3C(=O)N3CCN(c4ccccc4F)CC3)ccc2N1 (stereo not given)
    -2%	10	5%	1%	-15%	0%	1%
- COc1ccc(NC(=O)c2cn(CCC#N)nc2-c2cc3ccccc3o2)cc1
    36%	0	-4%	-1%	-9%	7%	3%
- c1ccc(CNc2nc3ccccc3n3cnnc23)nc1
    -14%	41	32%[activator]	0%	-13%	-1%	0%
- O=C(NCCNc1ccnc2cc(Cl)ccc12)c1ccccc1F
    -17%	-62*	-1%	0%	u	12%	0%
- COc1cccc(N(Cc2nnc3n2CCCCC3)C(=O)Nc2cccc(Cl)c2)c1
    x	9	x	x	-5%	3%	2%
- O=S(=O)(Nc1ccc(C(F)(F)F)cc1)c1cccs1
    -28%	-35	4%	-2%	-3%	-5%	-3%
- O=C(CN1CCCC1)N1CCCC(c2ccc(F)cc2)c2ccc(F)cc21 (stereo not given)
    -1%	-18	5%	0%	u	-1%	2%

(more compounds)
SMILES	AmpC no deterg	HCMV inh	AMA1-RON2 inh	LmPK inh	AmpC detergent	Sm TGR inh	TbPYK inhibitor
Cc1cccc2c1cnn2C(=O)Nc1ccccc1Br	-13%	-1	40%[activator]	6%	-2%	-5%	-4%
OCc1cn(-c2ccccc2)nc1-c1ccc2c(c1)OCCO2	-4%	81	-13%	3%	15%	4%	-2%
Cc1ccc(-n2cnc3sc(C)c(C)c3c2=O)cc1	-12%	8	-2%	-5%	0%	x	-8%
C#CC(CC)(CC)NC(=O)NC1CCCCC1	-3%	2	0%	1%	3%	5%	-8%
COc1ccc(C(=O)N/N=C(\C)CC(=O)Nc2ccc(Cl)cn2)cc1	-4%	17	80%[activator]	-3%	-5%	u	-2%
COc1cc(NC(=O)CN2CCN(S(=O)(=O)/C=C/c3ccccc3)CC2)cc(OC)c1OC	121%[activator]	96	-10%	x	3%	-6%	0%
CCN(CC)S(=O)(=O)c1ccc(Cl)c(C(=O)NCc2ccccc2Cl)c1	-12%	8	-7%	6%	-12%	13%	-5%
CC(C)N(Cc1ccccc1)C(=O)CN1C(=O)c2ccccc2C1=O	123%[activator]	18	-2%	-4%	u	-2%	2%
CCOC(=O)c1ccc(NC(=S)NCc2cccnc2)cc1	-10%	u	7%	0%	3%	0%	-4%
O=C(CCl)N1CCN(C(=O)C2COc3ccccc3O2)CC1 (stereo not given)	-11%	-8	0%	x	x	x	-7%
C=CCNc1nc2ccccc2nc1NS(=O)(=O)c1cccc(C)c1	-24%	-6	17%	-6%	2%	-25%	-4%
c1ccc(Cc2noc(CN3CCN(C4CCc5ccccc5C4)CC3)n2)cc1 (stereo not given)	191%[activator]	-36	-25%	3%	2%	x	5%
CCOC(=O)c1c(/N=C/c2c(O)n(-c3ccc(F)cc3)c(=S)[nH]c2=O)sc2c1CCCC2	-26%	56	0%	7%	2%	u	-10%
Cc1cccc(C)c1N1CCN(S(=O)(=O)N2CCCCC2)CC1	-10%[2.29 µM]	0	-10%	-1%	-1%	7%	-5%
O=C(NCc1ccc(Cl)cc1)C(=O)N/N=C/c1ccc(Br)cc1	-16%	-15	8%	3%	0%	1%	2%
O=C(CN1C(=O)COc2ccc(S(=O)(=O)N3CCCC3)cc21)NC1CC1	0%	-27	8%	0%	2%	-2%	2%
C(=N\n1cnnc1)/c1cccc2ccccc12	-11%	0	-5%	-4%	u	0%	0%
C[C@@H](c1ccccc1)N1C[C@H](COCc2ccccc2)Oc2cc(N3CCC[C@H]3CO)ccc2S1(=O)=O	x	-22	-21%	x	x	x	-9%
O=C(CS(=O)(=O)c1ccc(Cl)c(Cl)c1)Nc1ccccc1Cl	-39%	-29	1%	-2%	-11%	0%	-26%
CCc1ccc(OCCCC(=O)Nc2cccc(C(=O)O)c2)cc1	-34%	9	-13%	2%	1%	-8%	5%
C/C(=N\NC(=O)C1COc2ccccc2O1)c1ccc(N2CCOCC2)cc1 (stereo not given)	-17%	-26	2%	-1%	-7%	-4%	-1%
COc1ccc(/C=C/C(=O)N/C(=C\c2ccco2)C(=O)NCCc2nc3ccccc3[nH]2)cc1	15%	-11	31%[activator]	-1%	-1%	-21%	-12%
COc1ccc(C(=O)N2CCCC(CCC(=O)N3CCN(c4ccccn4)CC3)C2)cc1 (stereo not given)	50%	-38	-5%	6%	-17%	7%	0%
CCC(=O)Nc1ccc(C(=O)N/N=C/c2c(C)[nH]c3ccccc23)cc1	-35%	27	4%	2%	-6%	-31%	-1%
CCc1nc(C)cn1S(=O)(=O)c1cc(C)c(OC)cc1C	-4%	13	-3%	8%	u	-22%	-2%
Cc1cccc(-c2nc(SCCCOc3ccc(Cl)c(C)c3)n3[nH]c(=O)cc3n2)c1	x	10	x	x	3%	0%	1%
CC(=O)NN1C(=O)c2ccccc2NC1c1ccccc1F (stereo not given)	-13%	-30	4%	5%	4%	-14%	-6%
COc1ccc(S(=O)(=O)Nc2ccccc2C(N)=O)cc1OC	-17%	u	2%	0%	-4%	1%	0%
Cc1ccc(OCCSc2nc3ccccc3n2CC(=O)N2CCOCC2)cc1C	x	-4	x	x	17%	6%	6%
N#Cc1ccccc1S(=O)(=O)N1CCN(CC(=O)Nc2ccnn2C2CCCC2)CC1	7%	3	20%	x	0%	1%	-10%
CCC(C)NC(=O)C1CCCN(C(=O)Nc2ccc(F)cc2)C1 (stereo not given)	-6%	-9	-4%	-2%	-10%	6%	1%
c1ccc2sc(NC3=NCN(Cc4ccc5c(c4)OCO5)CN3)nc2c1	-6%	3	7%	-8%	-15%	-1%	-7%
CCOc1ccc(S(=O)(=O)NCc2ccc(OC)cc2)c2cccnc12	-31%	47	-10%	-3%	u	-9%	-6%
COc1cc(SC)ccc1C(=O)NCC1CCCCC1	-25%	-20	-20%	2%	-12%	-2%	-16%
CCN(CC)c1ccc(N=Cc2ccc(N(CC)CC)cc2O)cc1	-14%	-25	-26%	-11%	u	-30%	-12%
CCOc1ccc(CN2CCN(Cc3ccc(C)o3)CC2CCO)cc1 (stereo not given)	101%[activator]	34	-2%	1%	8%	x	7%
COc1ccc(C(=O)OCC(=O)c2ccc(F)cc2)cc1OC	58%	-9	-16%	x	x	x	6%
Cc1c(C(=O)N2CCC[C@H]2C(N)=O)oc2c(F)cccc12	-10%	53	3%	0%	-1%	0%	1%
CC(C(=O)NCC1CCCCC1)N(C)Cc1ccc(Br)cc1 (stereo not given)	69%[activator]	-22	-10%	-1%	-9%	-13%	7%
Cc1ccc(OCC(=O)Nc2ccc([N+](=O)[O-])cn2)cc1C	x	u	10%	x	x	x	3%
CCCN(CCC)Cc1cc(=O)oc2cc(OC)ccc12	x	32	16%	x	x	x	1%
